# Compound activity: PubChem BioAssay, several laboratories
# RPL19A-GFP yeast = modulators of TOR pathway RPL19A-GFP in S. cerevisiae; S. cerevisiae RPL19A-GFP strain, flow cytometry, 3 h; active compounds read low; percent response vs DMSO, % at 10 µM; actives 0.3% (n = 330,000); AID 2025;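 active means percent response vs DMSO below 50%; inconclusive means fewer than 70 events counted for the yeast strain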;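 further: median channel GFP fluorescence of the barcoded RPL19A-GFP strain; ratio of sample median GFP to plate DMSO average so 100% = DMSO; lower means less RPL19A-GFP as with rapamycin TOR inhibition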
# AHR act = activators of human aryl hydrocarbon receptor. P35869. AHR-responsive luciferase reporter cells, luminescence. activation, % at 5 µM. actives 2.5% (n = 320,000). AID 2796; in the data active means activation above about 47%;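 further: 0% = vehicle wells and 100% = reference agonist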
# Target sequence (P35869 whole entry, looked up): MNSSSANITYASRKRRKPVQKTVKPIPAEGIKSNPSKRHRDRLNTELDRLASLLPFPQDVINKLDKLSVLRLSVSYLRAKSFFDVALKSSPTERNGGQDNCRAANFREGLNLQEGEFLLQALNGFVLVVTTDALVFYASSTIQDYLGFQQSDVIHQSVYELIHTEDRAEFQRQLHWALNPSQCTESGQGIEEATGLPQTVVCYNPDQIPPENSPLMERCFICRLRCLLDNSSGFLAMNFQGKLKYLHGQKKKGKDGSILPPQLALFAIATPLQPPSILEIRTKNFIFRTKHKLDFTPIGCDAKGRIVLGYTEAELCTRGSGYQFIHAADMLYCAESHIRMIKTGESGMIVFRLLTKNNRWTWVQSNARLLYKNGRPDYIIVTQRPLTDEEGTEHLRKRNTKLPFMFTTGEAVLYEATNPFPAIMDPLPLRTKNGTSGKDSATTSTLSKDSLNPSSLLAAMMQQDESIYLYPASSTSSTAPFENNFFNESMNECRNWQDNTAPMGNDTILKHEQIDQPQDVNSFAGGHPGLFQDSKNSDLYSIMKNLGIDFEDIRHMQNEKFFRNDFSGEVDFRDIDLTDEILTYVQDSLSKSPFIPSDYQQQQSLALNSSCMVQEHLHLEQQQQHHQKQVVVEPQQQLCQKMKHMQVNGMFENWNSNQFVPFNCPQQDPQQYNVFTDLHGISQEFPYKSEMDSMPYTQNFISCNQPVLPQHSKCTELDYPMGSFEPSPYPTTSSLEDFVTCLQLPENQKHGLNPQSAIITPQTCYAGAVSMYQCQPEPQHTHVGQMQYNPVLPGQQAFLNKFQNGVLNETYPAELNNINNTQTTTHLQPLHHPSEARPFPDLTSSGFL
# MEP2 TOR yeast = alters MEP2-GFP fluorescence in TOR pathway yeast screen; S. cerevisiae MEP2-GFP strain, flow cytometry GFP, 3 h; 100% = DMSO control level; AID 2016; actives 0.51% (n = 330,000); GFP response vs DMSO, % at 10 µM;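 active means GFP response versus DMSO above a set limit, roughly screen mean plus 3 SD, cut at about 180% in these data; inconclusive means fewer than 70 cells counted for a yeast strain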;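 further: median GFP fluorescence of the barcode-gated MEP2-GFP cells per well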
# CR mimetic SO = yeast age-related superoxide inhibition as caloric restriction mimetic; S. cerevisiae aged cells, superoxide DHE fluorescence; active compounds read low; actives 0.18% (n = 330,000); superoxide response (% of plate mean), % at 10 µM;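 active means superoxide response under a set limit, about three screen SD below normal, cut at about 65% in these data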;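 further: yeast aged for seven days with compound at 30 °C before DHE staining; 100% = average MFI of all compound-treated wells on the plate with controls excluded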
# LAP4-GFP MLPCN = alters LAP4-GFP fluorescence in TOR pathway yeast screen; S. cerevisiae LAP4-GFP multiplex, flow cytometry GFP, 3 h; median GFP as percent of DMSO wells; actives 0.34% (n = 320,000); GFP response vs DMSO, % at 10 µM;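 active means GFP response vs DMSO above a set limit, about the screen mean plus 3 SD, cut at about 150% in these data; inconclusive means under 70 cell events counted for the yeast strain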
# AGP1-GFP MLPCN = modulators of TOR pathway AGP1-GFP in S. cerevisiae; S. cerevisiae AGP1-GFP multiplex flow cytometry, 3 h; GFP as percent of DMSO wells; GFP response vs DMSO, % at 10 µM; actives 0.02% (n = 320,000); AID 2066;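 active means GFP response relative to DMSO above a set limit, near screen average plus 3 SD, cut at about 150% in these data; inconclusive means fewer than 70 cells counted for the yeast strain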;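 further: median GFP channel fluorescence of the gated AGP1 strain per well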
# CIT2-GFP yeast = yeast TOR pathway CIT2-GFP modulation; S. cerevisiae CIT2-GFP strain, flow cytometry, 3 h; 100 means same as DMSO wells; GFP response vs DMSO, % at 10 µM; actives 0.065% (n = 320,000);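 active means GFP response relative to DMSO above a set limit, near the screen mean plus 3 SD, cut at about 150% in these data; inconclusive means Fewer than 70 cells measured for a yeast strain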;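 further: ratio of well median GFP fluorescence to mean of DMSO wells on the plate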
# Efflux pump inh = blocks antifungal efflux pumps in multiplex yeast assay; S. cerevisiae Candida pump triplex, Nile Red efflux; inhibition, % at 10 µM; actives 0.44% (n = 330,000); AID 485275;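 active means plate passing quality check with inhibition over a set limit, or well fluorescence over plate mean plus 4 SD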;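 further: Nile Red retained in pooled yeast measured as flow cytometry median fluorescence; 0% = buffer negative control and 100% = Enniatin B positive control; higher means more Nile Red kept so more efflux inhibition; some compounds called inactive have numbers as strong as hits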
# Starred values were filed as active, the others as inactive; u = inconclusive; x = no result given; [ ] = remark or other dose.
SMILES	RPL19A-GFP yeast	AHR act	MEP2 TOR yeast	CR mimetic SO	LAP4-GFP MLPCN	AGP1-GFP MLPCN	CIT2-GFP yeast	Efflux pump inh
COc1ccc(CC(=O)N2CCc3cc(OC)c(OC)cc3C2)cc1	99	0	101	104	100	102	103	-0.1
CC(=O)Nc1ccc(S(=O)(=O)N(C)c2ccc(OCC(=O)OCC(=O)Nc3ccc(OC(F)F)cc3)cc2)cc1	99	-1	97	110	104	108	105	0.0
COC(=O)c1ccc(NC(=O)c2c(Br)cnn2C)cc1	106	2	109	100	105	102	103	0.4
c1ccc2c3c(cc(N4CCOCC4)c2c1)OC1(N2CCOCC2)CCCCC1O3 (stereo not drawn)	92	1	90	106	92	91	92	-0.7
COCCN(CC(=O)Nc1cccc(C)c1C)C(=O)c1cc(-c2ccncc2)nc2ccccc12	95	14	89	106	91	94	94	0.1
CCc1ccccc1NC(=O)c1cccc(N2C(=O)C3C4CCC(C4)C3C2=O)c1 (stereo not drawn)	100	3	106	96	99	104	97	0.1
CCC12CC3CC(C1)CC(C(=O)NNC(N)=O)(C3)C2	100	0	98	122	112	108	97	-0.1
CCn1nnc2sc3c(c2c1=O)CCC(C)C3 (stereo not drawn)	91	-2	94	103	95	x	82	0.1
CCN(CC(=O)Nc1ccc(OC)cc1)C(=O)Cc1cccs1	96	4	97	100	101	98	98	-0.1
Cc1cc(N2CCOCC2)nc(SCC(=O)OCc2ccccc2)n1	90	5	95	121	102	97	93	0.3
Cc1ccc(S(=O)(=O)CCC(=O)Nc2nc(-c3ccncc3)cs2)cc1	96	2	98	107	93	88	99	0.2
CC(C)(C)n1ncc2c(=O)n(Cc3c(F)cccc3Cl)cnc21	90	2	93	106	89	84	83	-0.1

# Taken from above.
# CCN(CC(=O)Nc1ccc(OC)cc1)C(=O)Cc1cccs1 @ AGP1-GFP MLPCN: 98
# CCC12CC3CC(C1)CC(C(=O)NNC(N)=O)(C3)C2 @ AHR act: 0
# CC(C)(C)n1ncc2c(=O)n(Cc3c(F)cccc3Cl)cnc21 @ LAP4-GFP MLPCN: 89
# c1ccc2c3c(cc(N4CCOCC4)c2c1)OC1(N2CCOCC2)CCCCC1O3 (stereo not drawn) @ Efflux pump inh: -0.7
# CCn1nnc2sc3c(c2c1=O)CCC(C)C3 (stereo not drawn) @ CR mimetic SO: 103
# CC(=O)Nc1ccc(S(=O)(=O)N(C)c2ccc(OCC(=O)OCC(=O)Nc3ccc(OC(F)F)cc3)cc2)cc1 @ CIT2-GFP yeast: 105

# The list continues:
SMILES	RPL19A-GFP yeast	AHR act	MEP2 TOR yeast	CR mimetic SO	LAP4-GFP MLPCN	AGP1-GFP MLPCN	CIT2-GFP yeast	Efflux pump inh
CC(=O)Nc1ccc(S(=O)(=O)N2CCN=C2c2ccccc2)cc1	100	3	96	97	92	93	95	-0.1
COc1ccc([C@H]2Cc3cc(O)cc(O)c3C(=O)O2)cc1O	99	25	100	96	101	96	103	-0.1
CCC(NS(=O)(=O)c1ccc(OC)cc1)C(=O)NCCc1ccccc1 (stereo not drawn)	100	-1	101	149	99	91	97	0.1
Cc1cc(C)nc(SCc2ccc(C(=O)N/N=C/c3ccco3)cc2)n1	102	5	104	95	98	101	100	0.2
Cc1c(N)ccc(-n2nc3ccccc3n2)c1C	104	4	107	104	113	112	105	-0.1
O=C(/C=C/c1ccccc1Cl)c1ccc(O)cc1	99	-1	101	95	x	98	85	0.2
CCN(CC)C(=O)c1sc(NC(=O)c2cccnc2)c(C(=O)OC)c1C	105	5	105	101	92	103	112	0.2
O=C(O)C1SCCN1S(=O)(=O)c1ccc2ccccc2c1 (stereo not drawn)	98	1	107	101	100	100	89	0.1
Cc1cccc(C)c1NC(=O)CNC(=O)c1c(-c2ccccc2)noc1C	92	1	99	96	97	94	93	0.0
Cc1ccc(N(CC(=O)NCc2cccnc2)S(C)(=O)=O)cc1C	99	-1	84	103	96	101	98	0.0
CCOc1cc(C(=O)OCC(=O)Nc2cc(C)on2)ccc1OCC(C)C	102	4	107	91	92	100	106	-0.1
Cc1ccsc1/C=N/NC(=O)Cc1ccc([N+](=O)[O-])cc1	105	-2	105	101	113	100	93	0.2

# Compound profiles, as listed above. Values in the order: RPL19A-GFP yeast	AHR act	MEP2 TOR yeast	CR mimetic SO	LAP4-GFP MLPCN	AGP1-GFP MLPCN	CIT2-GFP yeast	Efflux pump inh
# COc1ccc([C@H]2Cc3cc(O)cc(O)c3C(=O)O2)cc1O as listed: 99	25	100	96	101	96	103	-0.1
# Cc1cc(C)nc(SCc2ccc(C(=O)N/N=C/c3ccco3)cc2)n1 as listed: 102	5	104	95	98	101	100	0.2
# Cc1cccc(C)c1NC(=O)CNC(=O)c1c(-c2ccccc2)noc1C as listed: 92	1	99	96	97	94	93	0.0
# CCOc1cc(C(=O)OCC(=O)Nc2cc(C)on2)ccc1OCC(C)C as listed: 102	4	107	91	92	100	106	-0.1
# Cc1ccc(N(CC(=O)NCc2cccnc2)S(C)(=O)=O)cc1C as listed: 99	-1	84	103	96	101	98	0.0

# The list goes on:
SMILES	RPL19A-GFP yeast	AHR act	MEP2 TOR yeast	CR mimetic SO	LAP4-GFP MLPCN	AGP1-GFP MLPCN	CIT2-GFP yeast	Efflux pump inh
CCn1c2ccccc2c2cc(NC(=O)c3cccc(OC)c3OC)ccc21	98	8	107	111	107	93	94	-0.2
O=C(NCCc1ccccn1)C1CCCN(S(=O)(=O)Cc2ccccc2)C1 (stereo not drawn)	96	2	99	104	92	96	81	-0.3
CCC(C)Sc1ccc(-c2nc3ccc(C)cn3c2NCc2ccccc2)cc1OC (stereo not drawn)	104	16	100	91	141	86	95	0.1
CCN(CC)C(=O)CSc1nc(N)c2c3c(sc2n1)CC(C)CC3 (stereo not drawn)	102	18	105	99	105	100	101	0.0
COC(=O)C(Cc1ccc(O)cc1)NC(=O)CCc1ccco1 (stereo not drawn)	18*[may fluoresce violet]	-3	u	102	u	u	u	-0.1
CCOc1ccc(-c2cc(CCCC(=O)N3CCN(c4ccc(OC)cc4)CC3)no2)cc1	96	-4	98	99	108	98	98	-0.1
CCN(CC)CCCN(Cc1cc2ccc(C)c(C)c2[nH]c1=O)C(=O)NC1CCCCC1	101	0	113	88	102	104	108	-0.4
O=C(CSc1nc2ncc(Cl)cc2[nH]1)N1CCC(Cc2ccccc2)CC1	101	4	100	103	101	105	96	-0.3
CCn1ccnc1CN1CCCCC1C(=O)Nc1ccc(Oc2cccnc2)cc1 (stereo not drawn)	103	4	103	106	98	100	95	0.0
CCOC(=O)N1CCC(N2C(=O)c3ccccc3C2Nc2ccc(C)cc2)CC1 (stereo not drawn)	102	6	106	96	125	103	106	0.1
Cc1cccc(-c2nc(CS(=O)CC(=O)NCc3cccs3)c(C)o2)c1 (stereo not drawn)	107	0	110	90	117	110	109	0.2
O=Cc1ccccc1-n1cccn1	94	0	95	93	96	95	94	0.0
S=C(Nc1ccccc1)N1CCN(c2ccccn2)CC1	106	-3	106	101	99	100	101	0.1
O=C(Nc1ccccc1)Nc1n[nH]c2nnc(-c3ccccc3)c(-c3ccccc3)c12	96	9	107	106	106	84	89	-0.1
COc1ccc(C)c(-n2c(=O)n(Cc3ccccc3)c(=O)c3[nH]cnc32)c1	97	-4	99	91	105	104	103	-0.1
Cc1cc(C)nc(NC(N)=NC(C)c2ccccc2)n1 (stereo not drawn)	94	23	96	104	99	103	108	0.0
CSc1cccc(NS(=O)(=O)c2cccc3nsnc23)c1	97	4	105	89	104	104	98	0.0
Oc1ccc(Nc2nc(Cl)nc(NCc3ccco3)n2)cc1	103	5	116	100	105	109	103	0.0
CC(=O)Nc1ccc(NC(=O)c2cc(=O)c3ccc(C)cc3o2)cc1	99	15	104	101	92	97	100	0.1
Cc1ccc(C(=O)NN2C(=O)/C(=C/c3cn(C)c4ccccc34)SC2=S)cc1	96	20	97	124	97	98	92	1.1
CC(C)c1ccc2oc(=O)cc(CN3CCOCC3)c2c1	103	5	104	99	99	101	108	0.0
N#CC(c1nc2ccccc2nc1OCCO)S(=O)(=O)c1ccccc1 (stereo not drawn)	100	3	98	93	105	104	110	0.0
Cc1cc(C(=O)N/N=C/c2c(C)[nH]n(-c3ccccc3)c2=O)n[nH]1	98	16	95	111	95	99	101	-0.1
COc1ccc(CCC(=O)NCCc2nc3ccccc3[nH]2)cc1	114	2	113	100	107	114	112	0.0

# Reformatted as labelled records: entries from further up
canonical_smiles: CC(=O)Nc1ccc(NC(=O)c2cc(=O)c3ccc(C)cc3o2)cc1
  RPL19A-GFP yeast = 99	AHR act = 15	MEP2 TOR yeast = 104	CR mimetic SO = 101	LAP4-GFP MLPCN = 92	AGP1-GFP MLPCN = 97	CIT2-GFP yeast = 100	Efflux pump inh = 0.1
canonical_smiles: Cc1ccc(C(=O)NN2C(=O)/C(=C/c3cn(C)c4ccccc34)SC2=S)cc1
  RPL19A-GFP yeast = 96	AHR act = 20	MEP2 TOR yeast = 97	CR mimetic SO = 124	LAP4-GFP MLPCN = 97	AGP1-GFP MLPCN = 98	CIT2-GFP yeast = 92	Efflux pump inh = 1.1

# Next records follow.
SMILES	RPL19A-GFP yeast	AHR act	MEP2 TOR yeast	CR mimetic SO	LAP4-GFP MLPCN	AGP1-GFP MLPCN	CIT2-GFP yeast	Efflux pump inh
O=C(NNC1CC(=O)N(c2ccc(Br)cc2)C1=O)c1ccco1 (stereo not drawn)	103	2	107	93	113	112	104	0.0
COc1cc(/C=N/NC(=O)CCc2n[nH]c(=O)[nH]c2=O)ccc1O	104	4	108	120	81	100	109	0.0
COc1ccccc1N/N=C/c1ccc2c(c1)OCO2	109	-3	107	102	91	102	102	-0.1
CC(C)Oc1cc(NC(=O)CS(=O)(=O)CC(=O)N(C)C)c(Cl)cc1Cl	94	0	103	102	92	96	97	-0.2
CCCS(=O)(=O)N1CCCC(C(=O)NCc2ccc(C)cc2)C1 (stereo not drawn)	92	-1	98	95	90	92	97	0.0
S=c1[nH]nc(-c2ccc(Cl)cc2Cl)n1-c1ccc(Cl)cc1	99	-1	102	98	95	98	98	0.2
COC(=O)c1ccc(CNC(=O)COC(=O)Cc2ccsc2)cc1	97	0	98	93	100	106	97	-0.2
CCCCC(=O)NCCc1ccc(OC)cc1	101	8	93	105	101	98	93	0.1
Cc1ccc(O)c(CNc2ccc(S(=O)(=O)Nc3nccs3)cc2)c1	97	0	100	113	101	101	95	0.1
Cc1cc(NC(=O)CC2(CC(=O)O)CCCC2)n(C)n1	97	-1	100	107	106	105	93	0.0
C=C(C)Cn1c(=O)c(NC(=O)c2ccccc2)c2n(c1=S)CCC2	91	5	94	103	90	94	90	0.0
COc1ccc(OC)c(-n2c(-c3cccc(S(=O)(=O)N(C)C)c3)n[nH]c2=S)c1	98	-2	99	100	105	100	101	-0.1
Cc1c(C(=O)N2CC3(CC(c4cccc(NC(=O)CC(c5ccccc5)c5ccccc5)c4)=NO3)C[C@@H]2C(N)=O)cc([N+](=O)[O-])cc1[N+](=O)[O-] (stereo partly drawn)	99	3	97	95	97	82	76	0.1
O=C(NCC(c1ccco1)N1CCCCC1)c1cccs1 (stereo not drawn)	103	5	110	95	101	104	105	-0.1
Cc1ccc(NC(=O)Cn2ccnc2)cc1C	93	59*	92	100	87	91	94	-0.1
COc1ccc(S(=O)(=O)N2CCCCC2)cc1NC(=O)CCc1nc2ccccc2c(=O)[nH]1	99	7	107	99	104	106	102	0.1
O=C(Nc1ccccc1C(=O)N/N=C/c1ccc(F)cc1)c1ccccc1Br	96	4	97	103	94	89	89	0.8
COc1cc(C(=O)NCC2CCCO2)ccc1OCc1ccc(Cl)cc1 (stereo not drawn)	98	0	99	108	101	99	89	0.6
